Screening data: PubChem BioAssay, several laboratories
PPC-1+TRAIL kill = kills PPC-1 cancer cells in the presence of TRAIL; PPC-1 cells + TRAIL, ATPLite viability luminescence; cell killing (% activity), % at 4 µM; 220,000 tested, 0.41% active; AID 1443;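 active means cell killing above 50% in the first pass at 4 µM, then a duplicate retest at 5 µM averaging 50% or more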;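 further: plate controls were cells with TRAIL plus DMSO for no effect and medium-only wells lacking cells for full effect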
FXIIa inh 1536 = inhibitors of human coagulation factor XIIa; P00748; purified FXIIa, Boc-QGR-AMC fluorogenic substrate, 2 h; inhibition, % at 5 µM; 220,000 tested, 0.3% active; in the data active means inhibition above about 40%;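 further: 0% = enzyme with no compound and 100% = blank without enzyme; many of its hits are not listed in these tables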
EP2 antag = EP2 receptor (human) inhibition | C6 glioma cells expressing human EP2, cAMP TR-FRET; cells stimulated with saturating PGE2 | inhibition, % at 25 µM | 260,000 tested, 0.52% active | AID 1422;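 active means percent inhibition above 40 after rounding to a whole number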;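 further: rat C6 glioma host cells with rolipram phosphodiesterase inhibitor present; the protocol text gives 20 µM as final concentration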
Target sequence (P43116 whole entry, looked up): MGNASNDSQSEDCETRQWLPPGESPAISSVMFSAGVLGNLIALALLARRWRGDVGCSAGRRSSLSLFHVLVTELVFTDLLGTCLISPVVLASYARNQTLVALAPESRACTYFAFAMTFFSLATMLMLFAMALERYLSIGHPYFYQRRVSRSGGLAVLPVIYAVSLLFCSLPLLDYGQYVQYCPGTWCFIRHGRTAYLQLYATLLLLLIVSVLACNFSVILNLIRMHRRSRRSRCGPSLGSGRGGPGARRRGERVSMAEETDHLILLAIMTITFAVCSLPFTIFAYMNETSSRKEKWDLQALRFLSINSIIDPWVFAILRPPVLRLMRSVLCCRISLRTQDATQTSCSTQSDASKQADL
Wee1 degr inh = inhibitors of human Wee1 degradation | HeLa Luc-Wee1K328M stability, luciferase luminescence; 100% = proteasome inhibitor MG132 effect | reporter increase, % at 5 µM | 220,000 tested, 1.2% active;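 active means activation above the mean of all tested compounds plus 3 SD, set per screening run, cut at about 8.8% in these data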;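 further: cells exposed to compound for 20 h before luminescence read; 0% = DMSO alone and 100% = MG132 at 30 µM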
Target sequence (P30291 whole entry K328M): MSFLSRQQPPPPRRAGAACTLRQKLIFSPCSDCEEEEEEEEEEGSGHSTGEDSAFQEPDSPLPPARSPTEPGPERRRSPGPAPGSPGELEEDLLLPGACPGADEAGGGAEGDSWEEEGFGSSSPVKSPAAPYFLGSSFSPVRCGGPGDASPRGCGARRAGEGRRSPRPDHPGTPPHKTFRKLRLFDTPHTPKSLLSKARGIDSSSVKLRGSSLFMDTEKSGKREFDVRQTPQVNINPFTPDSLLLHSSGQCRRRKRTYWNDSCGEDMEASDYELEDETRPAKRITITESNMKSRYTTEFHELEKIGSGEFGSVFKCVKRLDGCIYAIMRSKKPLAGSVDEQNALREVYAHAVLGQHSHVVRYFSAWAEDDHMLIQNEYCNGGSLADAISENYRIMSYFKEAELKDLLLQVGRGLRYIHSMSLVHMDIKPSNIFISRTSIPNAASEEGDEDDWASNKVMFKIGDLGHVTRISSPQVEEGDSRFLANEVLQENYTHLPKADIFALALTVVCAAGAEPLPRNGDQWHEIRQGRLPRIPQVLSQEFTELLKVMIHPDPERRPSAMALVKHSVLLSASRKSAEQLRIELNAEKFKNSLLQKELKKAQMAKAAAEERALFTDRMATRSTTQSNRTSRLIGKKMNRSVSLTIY
L929 necroptosis = L929 zVAD cell death inhibition; viability rescue, % at 10 µM; L929 zVAD necroptosis rescue, ATP luminescence, 24 h; with zVAD 60 µM; 220,000 tested, 0.38% active; AID 1377;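 active means activation, scaled between plate controls, above about 75%, limit read from the data; inactive means activation under that limit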;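 further: 0% = zVAD with DMSO and 100% = DMSO alone without zVAD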
TNF necrop inh = blocks TNF-alpha induced death of Jurkat FADD-/- cells; AID 463075; activation (protection from cell death), % at 10 µM; 220,000 tested, 0.068% active; Jurkat FADD-/- TNF necroptosis rescue, ATP luminescence, 24 h; 0 = TNF only, 100 = no-TNF cells;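 active means activation, meaning protection from cell death, of at least 50% relative to plate controls; inactive means activation below 50%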;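 further: necroptosis triggered by 40 ng/mL TNF-alpha added together with compound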
FXIa inh = factor XIa (human) inhibition; inhibition, % at 5 µM; P03951; AID 798; purified FXIa, Boc-Glu-Ala-Arg-AMC fluorogenic substrate; 220,000 tested, 0.14% active;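 active means inhibition of at least 40%; inactive means inhibition below 40%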;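 further: fluorescence of freed AMC excited at 355 nm; 0% = enzyme without compound and 100% = no enzyme blank; many of its hits are not listed in these tables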
TbHK1 inh = T. brucei hexokinase 1 inhibition | recombinant TbHK1, G6PDH-coupled NADH A340 | inhibition, % at 10 µM | 220,000 tested, 0.11% active | AID 1430;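 active means inhibition of 50% or more in the single-dose primary screen; inactive means inhibition below 50%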
CHOP inh = blocks CHOP induction under ER stress; 220,000 tested, 3.8% active; CHO-K1 CHOP-promoter luciferase, tunicamycin-induced, 15-18 h; inhibition, % at 10 µM;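 active means compounds that reduced the stress-induced luciferase reporter signal by more than about 70% of percent inhibition, limit read from the data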;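 further: 0% = tunicamycin plus vehicle and 100% = wells without tunicamycin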
Numbers without * were called inactive; . = not tested or not shown; [ ] = dose if it differs, or a comment. Some of the compounds tested. The share of hits here may be higher or lower than overall.

entry	Compound	PPC-1+TRAIL kill	FXIIa inh 1536	EP2 antag	Wee1 degr inh	L929 necroptosis
1	O=C(NCc1ccccn1)C(C(=O)c1ccc(F)cc1)n1ccccc1=O (stereo not given)	2	-3	5	-1	0.0
2	CCOC(=O)c1ccc(NC(=O)CC2S/C(=N/N=C3/NC(=O)CS3)NC2=O)cc1 (stereo not given)	6	35	2	0	-0.5
3	CCOc1ccccc1C(=O)N1CCN(c2ccc(C(F)(F)F)cn2)CC1	10	15	4	2	-1.3
4	CN(C)N1C(=O)CC(N2CCCC2)C1=O (stereo not given)	2	5	2	-3	2.7
5	Cc1nnc(SCc2c(Cl)cccc2Cl)n(N)c1=O	14	.	10	2	-0.8
6	O=C(Nc1ccc(S(=O)(=O)NC2CCCC2)cc1)c1cnccn1	12	4	7	0	-0.1
7	O=C1CCCC2=C1C(c1ccccn1)Nc1ccc(C(=O)c3ccccc3)cc1N2 (stereo not given)	17	15	11	1	-0.4
8	Nc1cc(N)nc(SCC(=O)N2CCc3ccccc32)n1	-21	11	16	-2	0.5
9	CC(NC(=O)CSc1nc(=O)cc(N)n1-c1ccccc1)c1ccccc1 (stereo not given)	15	21	18	-2	0.8
10	CCOc1ccc(NC(=S)N(CCN2CCOCC2)Cc2ccc3c(c2)CCCN3CC)cc1	2	8	12	-1	2.0
11	Cc1ccc(NC(=O)CC(=O)Nc2ccc(C)cc2)cc1	8	0	7	2	1.3
12	Nc1cc(N)nc(SCCOc2ccccc2)n1	17	-10	6	-1	0.5
13	O=C(CSc1nnc(Cc2cccs2)n1-c1ccccc1)Nc1ccc2c(c1)OCCO2	-1	-3	11	-1	-0.2
14	CCN1CCN(C(=S)Nc2ccc(Cl)cc2)CC1	5	9	11	0	0.0
15	O=C(O)CN1C(=O)CC(Cc2ccc(Cl)cc2)C1=O (stereo not given)	5	10	2	-1	0.1

entry	TNF necrop inh	FXIa inh	TbHK1 inh	CHOP inh
1	-0.7	-9	-5	-5
2	-0.3	8	-4	-4
3	-0.7	10	8	20
4	-0.1	-4	-2	-6
5	-1.0	-4	2	13
6	-2.6	2	-2	3
7	-1.6	5	-1	3
8	-3.3	0	0	-5
9	-0.2	8	-3	-9
10	2.6	3	-14	15
11	1.5	-6	-3	21
12	-1.8	-7	7	34
13	0.5	-9	3	53
14	0.6	1	5	43
15	-2.0	1	5	17

Other structures
entry	Compound	PPC-1+TRAIL kill	FXIIa inh 1536	EP2 antag	Wee1 degr inh	L929 necroptosis
16	Cc1ccc(C)c(OCC(=O)Nc2ccc3c(c2)OCO3)c1C	10	8	7	-1	0.0
17	CCN(CC)S(=O)(=O)c1ccc(C)c(NC(=O)COc2ccc3c(C)cc(=O)oc3c2)c1	7	8	9	0	-0.1
18	COc1cc(C2N(c3cccc(Cl)c3)C(=O)C3CCCN32)cc(OC)c1OC (stereo not given)	2	6	8	-2	-0.3
19	CCOC(=O)c1c(C)nc2sc3c(=O)n(-c4ccc(C(C)=O)cc4)nnc3c2c1-c1ccc(Cl)cc1	-20	0	15	-2	0.5
20	COc1ccc(-c2nnc(SCC(=O)O)n2C)cc1OC	13	6	3	1	-0.1
21	Cc1no[n+]([O-])c1COc1ccccc1/C=N/n1nnnc1N	6	7	17	-3	0.5
22	Cc1ccc2cc(C(c3nnnn3CC3CCCO3)N3CCCC4(CCCCC4)C3)c(=O)[nH]c2c1 (stereo not given)	.	.	.	1	0.0
23	CC(C)(C)c1ccc(-c2nc3c(C#N)c(-c4ccc5c(c4)OCO5)ccn3n2)cc1	-6	3	6	2	11
24	Cc1ccc(-c2cnc(NC(=O)c3cccc(Br)c3)s2)c(C)c1	-1	9	4	1	-0.1
25	COc1cccc(-c2cnc(NCc3cc(Cl)ccc3O)n2C)c1	17	3	9	-2	1.0
26	Clc1ccc(-c2cc3ccccc3[nH]2)cc1	6	7	8	3	0.0
27	CC(=O)Nc1ccc(/C=N/NC(=O)c2cc3ccccc3nc2C)cc1	39	-4	4	-1	-0.3
28	Cc1ccc(NC(=O)CN(C)C(=O)CSc2nc3ccccc3c(=O)n2Cc2ccco2)cc1	8	7	9	-1	0.1
29	O=C(CCC1CCCCC1)Nc1ccc(C(=O)c2ccncc2)cc1	-13	10	8	5	62
30	C/C(=N\NC(=O)c1cc(C)oc1C)c1ccc(N2CCOCC2)cc1	23	4	3	0	5.2

entry	TNF necrop inh	FXIa inh	TbHK1 inh	CHOP inh
16	-6.2	-15	-1	-4
17	1.5	1	-3	25
18	0.3	1	-9	14
19	-24	-11	-19	39
20	0.4	0	5	14
21	-4.0	12	-26	35
22	-1.2	.	-9	.
23	-3.0	-10	-17	4
24	-4.9	5	-2	-6
25	3.9	1	7	8
26	-2.1	-3	-10	95*
27	-1.6	-7	-20	44
28	0.2	2	-1	36
29	3.3	10	-3	37
30	1.4	-2	-27	15

Structures listed so far with a thiophene ring, fused or not:
entry	Compound	PPC-1+TRAIL kill	FXIIa inh 1536	EP2 antag	Wee1 degr inh	L929 necroptosis
13	O=C(CSc1nnc(Cc2cccs2)n1-c1ccccc1)Nc1ccc2c(c1)OCCO2	-1	-3	11	-1	-0.2
19	CCOC(=O)c1c(C)nc2sc3c(=O)n(-c4ccc(C(C)=O)cc4)nnc3c2c1-c1ccc(Cl)cc1	-20	0	15	-2	0.5

entry	TNF necrop inh	FXIa inh	TbHK1 inh	CHOP inh
13	0.5	-9	3	53
19	-24	-11	-19	39

Back to the main list, repeating the 4 entries before the break.
entry	Compound	PPC-1+TRAIL kill	FXIIa inh 1536	EP2 antag	Wee1 degr inh	L929 necroptosis
27	CC(=O)Nc1ccc(/C=N/NC(=O)c2cc3ccccc3nc2C)cc1	39	-4	4	-1	-0.3
28	Cc1ccc(NC(=O)CN(C)C(=O)CSc2nc3ccccc3c(=O)n2Cc2ccco2)cc1	8	7	9	-1	0.1
29	O=C(CCC1CCCCC1)Nc1ccc(C(=O)c2ccncc2)cc1	-13	10	8	5	62
30	C/C(=N\NC(=O)c1cc(C)oc1C)c1ccc(N2CCOCC2)cc1	23	4	3	0	5.2
31	Cc1cc(C(=O)N2CCC(C(=O)O)CC2)c(C(F)(F)F)o1	8	9	0	5	-0.1
32	COc1cccc(CN2C(=O)C3CCCN3c3ccc(S(=O)(=O)N4CCOCC4)cc32)c1 (stereo not given)	14	14	17	1	-0.1
33	CC(C)(C)NC(=O)C(c1ccc(F)cc1)N(Cc1ccco1)C(=O)c1csnn1 (stereo not given)	7	10	11	-3	-0.5
34	O=S(=O)(Nc1ccc2cn[nH]c2c1)c1ccc(Cl)s1	1	16	2	1	1.1
35	COc1ccc(OC)c(S(=O)(=O)NCCO)c1	21	3	9	1	0.7
36	CC1C(=O)C(C)C(c2ccco2)NC1c1ccco1 (stereo not given)	12	8	6	-1	2.6
37	CC(C)Cn1cnc2c(=O)oc3ccccc3c21	4	12	11	1	0.9
38	O=C1N=C(N2CCc3ccccc3C2)S/C1=C\c1cccc(O)c1	-6	5	10	2	1.8
39	O=C(CSc1nc2ccccc2n1Cc1ccccc1)N/N=C/c1ccccc1C(=O)O	3	10	8	0	-0.1
40	Cc1noc(C)c1S(=O)(=O)N1CCC(C(=O)NC2CCCc3ccccc32)CC1 (stereo not given)	24	9	15	1	-0.2
41	Cc1cccc(OCC(O)CN2C(C)(C)CC(O)CC2(C)C)c1 (stereo not given)	22	9	12	-3	-0.4
42	Cc1ccc(C(c2nnnn2CS(=O)(=O)c2ccc(C)cc2)N2CCCC2)cc1 (stereo not given)	27	8	1	8	-0.8
43	CN(c1cccc(Cl)c1)S(=O)(=O)c1cccc(C(=O)Nc2ccc3c(c2)CCC3)c1	-3	3	9	0	5.0
44	COc1ccc(OC)c2sc(NC(=O)c3ccc(S(=O)(=O)N(C)C)cc3)nc12	14	17	10	-2	0.6
45	COc1ccc(COc2cc(-c3cccc(OC)c3)nc3ccc(NC(=O)c4ccc(Cl)cc4)cc23)cc1	5	14	10	-3	39

entry	TNF necrop inh	FXIa inh	TbHK1 inh	CHOP inh
27	-1.6	-7	-20	44
28	0.2	2	-1	36
29	3.3	10	-3	37
30	1.4	-2	-27	15
31	-1.1	-1	8	1
32	-1.1	6	-6	-1
33	-3.4	-10	1	-2
34	0.3	17	-4	25
35	-1.1	9	6	0
36	0.6	4	-9	12
37	-1.3	5	0	-2
38	1.6	5	-18	-10
39	-1.1	1	-4	0
40	-0.5	-7	-4	-22
41	-1.4	-4	-2	15
42	1.4	-1	-10	5
43	4.9	1	26	43
44	0.1	5	-13	52
45	3.2	6	-25	-7

Part of the list above, in transposed form.
9) CC(NC(=O)CSc1nc(=O)cc(N)n1-c1ccccc1)c1ccccc1 (stereo not given)
10) CCOc1ccc(NC(=S)N(CCN2CCOCC2)Cc2ccc3c(c2)CCCN3CC)cc1
compound no.	9	10
PPC-1+TRAIL kill	15	2
FXIIa inh 1536	21	8
EP2 antag	18	12
Wee1 degr inh	-2	-1
L929 necroptosis	0.8	2.0
TNF necrop inh	-0.2	2.6
FXIa inh	8	3
TbHK1 inh	-3	-14
CHOP inh	-9	15

Following part:
entry	Compound	PPC-1+TRAIL kill	FXIIa inh 1536	EP2 antag	Wee1 degr inh	L929 necroptosis
46	O=C(N/N=C/C=C/c1ccccc1)c1cc(C2CC2)[nH]n1	7	13	5	-1	77*
47	COc1cc(/C=C/C(=O)Nc2ccc(N3CCCCC3)c(S(=O)(=O)Nc3ccccc3Cl)c2)cc(OC)c1OC	0	10	6	0	3.9
48	COc1ccc(C(=O)Nc2cc3c(cc2Cl)OCCCO3)cc1	18	3	11	4	0.2
49	Cc1cc2nc(-c3ccc(SCC(=O)N4CCOCC4)nc3)[nH]c2cc1C	58*[5 µM]	14	13	-3	2.1
50	COc1ccc2c(CC(=O)OCC(=O)Nc3cccc(S(N)(=O)=O)c3)coc2c1	4	12	4	1	-0.1
51	COc1ccccc1NC(=O)c1ccccc1SC	0	6	7	1	0.1
52	O=C(CNC(=O)c1cccc(OC(F)F)c1)OCC(=O)c1ccccc1	3	11	6	1	1.4
53	COc1ccc(CCSc2nnc(C3CCCCC3)n2N)cc1	4	7	12	-2	0.2
54	CCOc1ccc(N(CC(=O)NCC2CCCO2)C(=O)CCC(=O)Nc2nccs2)cc1 (stereo not given)	-8	3	2	-4	2.3
55	COc1ccc(C(=O)NCC(=O)OCc2ccc(F)cc2)cc1	3	12	7	0	1.6
56	CCn1c(=O)cc(OCC(=O)N(C)c2ccccc2F)c2ccccc21	8	17	11	3	-0.2
57	CC(C)CNC(=O)NC(=O)COC(=O)c1ccccc1Sc1ccc(C(F)(F)F)cc1[N+](=O)[O-]	-9	7	8	5	2.7

entry	TNF necrop inh	FXIa inh	TbHK1 inh	CHOP inh
46	8.2	4	-73	5
47	4.8	7	-31	9
48	-0.7	-3	-7	-23
49	-7.1	0	-35	25
50	0.3	1	-4	28
51	-2.0	-7	-6	12
52	1.0	1	2	14
53	1.2	1	-9	21
54	-0.3	-6	2	-2
55	0.3	0	5	-3
56	-0.6	10	-8	10
57	-2.3	4	0	5
